Pf Dd2 growth: qHTS Primary assay for Inhibitors of Plasmodium falciparum Dd2 growth in vitro; P. falciparum Dd2 growth, SYBR Green, 72 h; Potency, µM (top dose mostly 28.9 µM), without a hit: at the top dose activity, negative = inhibition, hits mostly inhibitors; 120,000 compounds, 4.3% hits; AID 1347417, 2020; active = well fitted inhibition curve with a large enough effect; inconclusive = small, poorly fitted or top-dose-only effect; inactive = no such curve, though single readings can be large or run the other way;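 also: plate controls were DMSO vehicle for no effect and reference drug for full effect; nearly all actives have a fitted effect of over 65% in size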
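Readout: SYBR Green fluorescence, 485 nm excitation, 535 nm emission, after ~16 h lysis at 37C. Before that, Dd2-infected red cells (2.5% hematocrit) grew 72 h with compound, 29 uM top final concentration.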
* marks the source's active call; other numbers are inactive results; i = inactive; u = inconclusive; [ ] = another dose, or the depositor's remark. Potency is read from the fitted curve at half-maximal effect.

compound	Pf Dd2 growth
CN(C(=O)c1nc(-c2cccc(F)c2)n2c1CCCCC2)c1ccccc1F	19%
Cc1ccc2nc3n(c2c1)[C@@H](CNC(=O)COc1ccccc1)COC3	i
Cc1ccc(Nc2ncc(C(=O)Nc3ccc(F)cc3F)c3ccccc23)cc1Cl	u
O[C@@H]1C[C@@H](c2nnc3n2CCN(CC2CC2)C3)N(Cc2cccnc2)C1	-7%
Cc1ccc(C)c(C(=O)N2CCN(c3cc(-c4ccc(Cl)cc4)[nH]n3)CC2)c1	u
O=C(c1ccn[nH]1)N1CCC(c2nc(CCOCC3CCOCC3)no2)C1 (configuration not stated)	23%
CCCS(=O)(=O)N1[C@H]2CC[C@@H]1c1cnc(C)nc1C2	-12%
COc1ccccc1Oc1ncccc1CNC(=O)c1ccc2n[nH]nc2c1	13%

Later entries
compound	Pf Dd2 growth
Cc1ccc(CN2CCN(C(=O)C3CCCCC(=O)N3C)CC2)cc1 (configuration not stated)	-8%
CCc1ccc(NC(=O)C(Cc2ccccc2)NS(=O)(=O)c2ccc3c(c2)CCN3C(C)=O)cc1 (configuration not stated)	i
CNC(=O)[C@@H]1C[C@@H](O)CN1C1CCN(C(=O)c2ccc(OC)c(F)c2)CC1	-16%
COC[C@@H]1CN(C(=O)c2nn(C)c3ccccc23)C[C@H]1C(N)=O	-9%
Cc1ccc(N2C(=O)N(Cc3cc(=O)n4ccccc4n3)c3ccccc3S2(=O)=O)cc1Cl	10µM*
CCCc1noc(-c2cn(C3CCN(C(=O)c4ccc(C#N)cc4)CC3)nn2)n1	13µM*
Cc1cccc(NC(=O)CSc2nc(C)cc(C)c2C(=O)Nc2ccc(Cl)cc2)c1	u
COc1ccc(-c2cn3c(n2)sc2cc(C(=O)NCc4cccc(F)c4)ccc23)cc1	20%

(next part)
compound	Pf Dd2 growth
COCCOC1CCN(S(=O)(=O)c2cn(C)cn2)CC1	48%[activator]
Cc1ccc(C)c(N2CCN(C(=O)C(C)n3c(C)c4cnn(-c5ccccc5)c(=O)c4c3C)CC2)c1 (configuration not stated)	u
COC(=O)c1ccc(CN2C(=O)[C@@H]3C[C@@H](O)CN3C3(CN(C(C)C)C3)C2=O)cc1	3%[44.1 µM]
CC(C)NC(=O)CCSc1nc(-c2ccc3c(c2)OCO3)cc(C(F)(F)F)n1	u
Cc1ccc(N2C(=O)C(CC(=O)Nc3ccc(F)cc3)N(Cc3ccc4c(c3)OCO4)C2=O)cc1 (configuration not stated)	i
Cc1ccc(NC(=O)CCn2nc(C)c3c(C)n(-c4ccccc4)nc3c2=O)cc1Cl	-12%
O=C(c1cc(C2CC2)nc2onc(C3CCNCC3)c12)N1CCOCC1	-7%
CCc1nc(-c2ccc(OC3CCN(S(=O)(=O)c4cn(C)cn4)C3)cc2)no1 (configuration not stated)	-2%[5.79 µM]

The list goes on:
compound	Pf Dd2 growth
Cc1cc(C)cc(N(C)S(=O)(=O)c2nnc(NC(=O)COc3ccc(Cl)cc3)s2)c1	-8%
COc1ccc(CNC(=O)C2CCN(C(=O)c3nnn4c3COC(c3ccc(C)cc3)C4)CC2)cc1 (configuration not stated)	-8%
Cc1ccccc1S(=O)(=O)N1C[C@@H]2CCCN3CCC[C@@H]([C@H]23)[C@H]1CCCC(=O)N1CCOCC1	u
COCCNC(=O)[C@H]1C[C@H](Oc2cccnc2)CN1C(=O)Cc1ccccc1	11%
OC(c1nc(Nc2ccc(Oc3ccccc3)cc2)n[nH]1)C1CC1 (configuration not stated)	-19%[44.1 µM]
NC(=O)CN1CC2(CCC1=O)CCN(C[C@@H](O)CO)CC2	-9%
O=C1Nc2ccccc2CC12CCCN2Cc1ccccn1 (configuration not stated)	u
CC(=O)N1CCC[C@H]1C(=O)N1CCc2nc(C)nc(NC3CC3)c2CC1	0%

Other records:
compound	Pf Dd2 growth
O=C(NCCCc1ccccc1)c1ccc(CN2C(=O)NC3(CCOCC3)C2=O)cc1	-16%
Cn1c(=O)n(CCCc2ccccc2)c(=O)c2c1nc1n2CCN1c1ccccc1	-2%
COC(=O)[C@@H]1Cc2ncn(C(C)C)c2CN1S(=O)(=O)c1ccc(C#N)cc1	-5%[44.1 µM]
COCC1CCCN1S(=O)(=O)c1ccc2c(c1)CN(C(=O)COC(C)C)CC2 (configuration not stated)	-5%
Cc1ccc(N2CCN(C(=O)C[C@H]3NC(=O)c4ccccc4NC3=O)CC2)c(C)c1	-26%
c1cc2c(cc1OC1CN(CC3CCCCC3)C1)OCO2	u
CC(C)C1=NOC2(CCN(Cc3ccc(F)cc3)CC2)C1	i
COc1ccc(CCNC(=O)c2noc(-c3ccc[nH]c3=O)n2)cc1OC	1%

Among those listed so far, seven have fluorine:
compound	Pf Dd2 growth
CN(C(=O)c1nc(-c2cccc(F)c2)n2c1CCCCC2)c1ccccc1F	19%
Cc1ccc(Nc2ncc(C(=O)Nc3ccc(F)cc3F)c3ccccc23)cc1Cl	u
CNC(=O)[C@@H]1C[C@@H](O)CN1C1CCN(C(=O)c2ccc(OC)c(F)c2)CC1	-16%
COc1ccc(-c2cn3c(n2)sc2cc(C(=O)NCc4cccc(F)c4)ccc23)cc1	20%
CC(C)NC(=O)CCSc1nc(-c2ccc3c(c2)OCO3)cc(C(F)(F)F)n1	u
Cc1ccc(N2C(=O)C(CC(=O)Nc3ccc(F)cc3)N(Cc3ccc4c(c3)OCO4)C2=O)cc1 (configuration not stated)	i
CC(C)C1=NOC2(CCN(Cc3ccc(F)cc3)CC2)C1	i

(next part)
compound	Pf Dd2 growth
CCOc1ccc(S(=O)(=O)NCc2nc3cccnc3n2Cc2ccccc2OC)cc1	u
Cn1nccc1CN1CCC2(Cc3ccccc3NC2=O)C1 (configuration not stated)	-23%[44.1 µM]
CC(C(=O)Nc1nccs1)N1CCN(c2nccnc2C#N)CC1 (configuration not stated)	-2%
O=C(Cn1ccnc1)N1CCC(N2C(=O)C3(CCCC3)C2c2ccccc2)CC1 (configuration not stated)	-7%
CCN(CC)CCNC(=O)Cn1cnc2sc(C)c(S(=O)(=O)N3CCN(c4ccccc4OC)CC3)c2c1=O	u
C[C@@]1(O)CCN(C(=O)CCCS(N)(=O)=O)C[C@@H]1Cc1ccccc1	16%
Cc1nc(-c2c3n(c(=O)n(CC(=O)Nc4ccc(F)cc4)c2=O)CCCC3)no1	26%
CCOc1cc(/C=C(\C#N)C(=O)NCC2CCCO2)ccc1O (configuration not stated)	27%

Going on with the list:
compound	Pf Dd2 growth
Cc1cc(F)ccc1C(=O)N1CCn2nc(Cc3ccccc3)cc2C1	-1%
CC(C)N1C[C@H](O)C[C@H]1c1nnc2n1CCN(C(=O)c1nccn1C)CC2	1%
O=C(Cc1ccsc1)N1CCCCCC1c1nnc(-c2ccccc2)o1 (configuration not stated)	-16%
CCCOc1ccc(Cn2c(=O)sc3ccccc32)cc1	0%
O=c1c2ccccc2nc(/C=C/c2ccccc2O)n1-c1ccc(Br)cc1	u
CNC(=O)C1CCC(Cn2c(=O)c3sccc3n(CC(=O)Nc3cc(F)ccc3F)c2=O)CC1 (configuration not stated)	u
CN1C(C(=O)Nc2ccc(F)cc2F)=CC(c2ccco2)=NS1(=O)=O	-3%
Cc1cccc(N2C(=O)CSC23CCN(C(=O)C2CCC2)CC3)c1	u

Other records follow:
compound	Pf Dd2 growth
COc1ccc(C(=O)N2Cc3ccccc3CC23CCCN(C(=O)CN)C3)cc1 (configuration not stated)	-18%
CN1CCCC1c1nc(C2CN(C(=O)C3CC3)C2)no1 (configuration not stated)	i
Cc1ccccc1N(C)C1CN(Cc2ccccc2)C1	u
CC1CCC2(CC1)NC(=O)N(CC(=O)N1CCCCCC1)C2=O (configuration not stated)	i
O=C(COc1ccc(F)cc1)N1[C@H]2CC[C@@H]1c1cnc(-c3ccc(F)cc3)nc1C2	-17%
Cc1ccc(C(=O)Nc2cccc(C(=O)OCc3cc(=O)n4c5c(sc4n3)CCCC5)c2)cc1	i
O=C(N[C@H]1CO[C@H]2[C@@H]1OC[C@@H]2Nc1nccc(-c2cccs2)n1)c1ccccc1	i
COc1ccc(-c2nc(-c3c(C)noc3C)cc3c2cc(C)n3CCN(C)C)cn1	u

Next section:
compound	Pf Dd2 growth
CC(=O)N1CCC(Oc2ccc(Cl)cc2C(=O)NCCOc2cccnc2)CC1	-23%
CCCSCCCNC(=O)C1CCCN(C(=O)c2cnn(-c3ccccc3)c2-n2cccc2)C1 (configuration not stated)	-1%
COc1ccc(NC(=O)N2c3ccccc3CC2c2nc(C(C)C)no2)cc1OC (configuration not stated)	3%[5.79 µM]
CN(C(=O)CSc1nc2ccccc2[nH]1)c1ccc(F)cc1	14%
O=C(NC1CCCc2c1[nH]c1ccccc21)c1cn(C2CC2)c(=O)c2ccccc12 (configuration not stated)	u
COc1ccc2nc(C[C@@H]3C[C@@H](C(C)C)[C@H](CN)C=C3C)[nH]c2c1	u
CN(Cc1ccccc1)C(=O)C[C@@H]1CCNC[C@@H]1Cc1cc(-c2ccc(C(C)(C)C)cc2)on1	-18%
Cc1ccc(C(=O)NCCC(=O)N2CC[C@@](C)(O)[C@@H](O)C2)cc1	12%

Continued:
compound	Pf Dd2 growth
COC(=O)c1ccc(Cn2nnc3c(=O)[nH]c(C4CCCN(S(=O)(=O)c5ccccc5Cl)C4)nc32)cc1 (configuration not stated)	7.9µM*
CC1CCC(NC(=O)CN2C(=O)NC3(CCOCC3)C2=O)CC1 (configuration not stated)	26%
CC1(COc2cccnc2)COc2ccc(C(=O)NCC3CCOCC3)cc2N1 (configuration not stated)	i
O=C(NCc1ccc(OC(F)(F)F)cc1)c1cc(CN2CCOCC2)on1	-20%
CC(=O)c1cccc(NC(=O)C2CCN(c3ncnc4c3nc3n4CCCCC3)CC2)c1	-21%
CN(C)[S+](=O)([O-])c1ccc2c(c1)OCCN(Cc1ccc(F)cc1F)C2	u
Cc1nccn1C(C)CN1C(=O)NC2(CCNCC2)C1=O (configuration not stated)	-2%
CCNC(=O)c1cnc2c(-c3ccccc3)c(C)nn2c1C	i

Brought forward from above: five compounds; new compounds follow.
compound	Pf Dd2 growth
O=C(NCc1ccc(OC(F)(F)F)cc1)c1cc(CN2CCOCC2)on1	-20%
CC(=O)c1cccc(NC(=O)C2CCN(c3ncnc4c3nc3n4CCCCC3)CC2)c1	-21%
CN(C)[S+](=O)([O-])c1ccc2c(c1)OCCN(Cc1ccc(F)cc1F)C2	u
Cc1nccn1C(C)CN1C(=O)NC2(CCNCC2)C1=O (configuration not stated)	-2%
CCNC(=O)c1cnc2c(-c3ccccc3)c(C)nn2c1C	i
COc1cc(Cl)cc(CN2CCC(O)(c3ccccc3)CC2)c1OC	u
O=C1CC2CCN(Cc3ccc(C(F)(F)F)cc3)CC2CCN1 (configuration not stated)	-19%
CC(C)c1nc(N(C)Cc2cc(-c3cccnc3)no2)c2cnn(C)c2n1	u
CC(C)C1c2nccn2CCCN1C(=O)CCn1cccn1 (configuration not stated)	-15%
CC(=O)Nc1ccc(OCC(=O)N2CCN(c3ccc(Cl)cc3)CC2)nc1	23%
CC(C)CC(C)NC(=O)c1ccc(Cn2ccn3nc4c(c3c2=O)CCCC4)cc1 (configuration not stated)	u
C[C@@H]1CN(C(=O)c2ccc3c(c2)CCC3)C[C@]1(C)O	-1%
O=C(c1ccc(N2CC3CC(C2)[C@H]2CCCC(=O)N2C3)nc1)N1CCOCC1 (some centres not stated)	i

Further entries follow:
compound	Pf Dd2 growth
CCCCN(C(=O)CCn1c(=O)oc2ccccc21)c1ccccc1	9%
Cn1cccc1C(=O)NC1CCCN(c2cc(-c3ccc(Cl)cc3)[nH]n2)C1 (configuration not stated)	-7%
Cn1c(=NC(=O)c2ccc(S(=O)(=O)N3CCCC3)cc2)sc2cc(F)ccc21	31%[activator][5.79 µM]
CC1CCN(S(=O)(=O)c2ccc(C(=O)Nc3sc4c(c3C(N)=O)CC(C)(C)NC4(C)C)cc2)CC1	i
O=C(NC[C@H]1O[C@@H](CC(=O)N2CCN(c3ccccn3)CC2)[C@H](O)[C@@H]1O)c1cccc(F)c1	1%
COc1ccc(CNC(=O)N2C[C@@H](Oc3cccnc3)C[C@@H]2C(=O)N2CCOCC2)cc1	5%
CCC(=O)N(C1CCOCC1)C1CCN(S(=O)(=O)c2ccc3c(c2)CCC3)CC1	-22%
Cc1cc2oc(C(=O)Nc3ccc(S(=O)(=O)N4CCC(C)CC4)cc3)cc(=O)c2cc1C	29%

Continuation:
compound	Pf Dd2 growth
Cc1ccc(CNC(=O)C(C)n2nc(C)n3c(cc4sccc43)c2=O)cc1 (configuration not stated)	38%[activator][5.79 µM]
COc1cc(C(=O)N2CC[C@@]3(O)CCN(S(C)(=O)=O)C[C@H]3C2)ccn1	-4%
COc1ccc(CN2CCC3(CC(c4cccnc4)=NO3)C2)cc1 (configuration not stated)	-8%
CC(C)(C)N1CC(C(=O)NCCCc2ccc(Cl)cc2)CC1=O (configuration not stated)	-17%
O=C1N(Cc2ccccn2)C[C@H]2CN(Cc3ccc(C(F)(F)F)cc3)CCN12	u
Cc1cc(CNC(=O)c2cc(-c3ccnn3C)cc3c2OCCN3C)no1	i
CC(C)NC(=O)Cn1nc(N2CCN(c3ccccc3)CC2)ccc1=O	i

Bioassay records as filed in PubChem BioAssay.

Only part of the results is shown. The share of hits here may be higher or lower than overall.
